PAX8 inh HTS – PAX8 transcriptional activity inhibition; RMG-I TPO-luciferase reporter, SteadyGlo, 24 h; inhibition, % at 12.6 µM; hit rate 1.2% among 360,000;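 active = mean replicate inhibition at least 60% with every replicate also reaching 60%; inconclusive = only one of the two criteria is met; inactive = mean below 60% and not all replicates reaching 60%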;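 also: luciferase light reporting Pax8 driven TPO promoter activity; plate controls were median of neutral control wells for no effect and mitoxantrone controls for full effect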
S100A4 MyoIIA – S100A4-myosin IIA interaction inhibition | hit rate 0.14% among 360,000 | inhibition, % at 10.7 µM | S100A4/TAMRA-MyoIIA peptide fluorescence polarization;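 active = mean inhibition of at least 70% across replicates, with every replicate also reaching that level; inconclusive = mean inhibition reaches 70% but some replicates fall short; inactive = mean inhibition below 70%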
Target sequence (P26447 whole entry, looked up): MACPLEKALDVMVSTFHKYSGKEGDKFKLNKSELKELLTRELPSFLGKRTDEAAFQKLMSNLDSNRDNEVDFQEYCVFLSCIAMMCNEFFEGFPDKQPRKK
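assay system = human S100A4 monomer with TAMRA-labelled myosin IIA peptide | also added = labelled myosin peptide probe, 5 nM | incubation = 5 min between mix addition and reading | control set = DMSO and TFP controls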
LGR2 antag – Drosophila LGR2 receptor signaling inhibition; HEK293 LGR2, CRE-luciferase, bursicon-stimulated, 4 h; inhibition, % at 9.99 µM; hit rate 0.35% among 380,000; AID 720647;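 active = drop in luminescence signal, shown as inhibition above about 50% in the replicate tests, limit read from the data, passing the limit was not always enough; inconclusive = probably only some replicates passing the limit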;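 also: agonist challenge used bursicon conditioned medium at about half maximal strength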
PglD inh – PglD (C. jejuni) enzyme inhibition; hit rate 0.098% among 360,000; purified PglD enzyme, DTNB colorimetric CoA detection; inhibition, % at 12.5 µM; in the data active = inhibition above about 16%, passing the limit was not always enough; inconclusive = no clear call, values can overlap the other calls; also: strong numbers were not always called active
PGC1a acetyl inh – modulators of PGC1a acetylation; U2OS PGC1a acetylation, AlphaScreen anti-acetyl-lysine; with virally co-expressed GCN5 acetyltransferase; hit rate 0.17% among 350,000; inhibition, % at 15.6 µM;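 active = every replicate shows inhibition of at least 40%; inconclusive = mean inhibition at least 40% but some replicate below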;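 also: 0% = neutral control wells and 100% = positive control wells; some results beyond the cut were filed as inactive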
ERAP1 inh – inhibitors of human ERAP1 aminopeptidase | hit rate 0.15% among 340,000 | AID 652197 | inhibition, % at 10.7 µM | Q9NZ08 | recombinant ERAP1, Leu-AMC fluorescence, 60 min;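 active = mean replicate inhibition of at least 30%, or all replicates individually reaching that 30% level; inactive = mean below 30% and not every replicate reaching it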;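 also: 0% = neutral control wells and 100% = L-leucinethiol positive control wells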
Target sequence (Q9NZ08 whole entry, looked up): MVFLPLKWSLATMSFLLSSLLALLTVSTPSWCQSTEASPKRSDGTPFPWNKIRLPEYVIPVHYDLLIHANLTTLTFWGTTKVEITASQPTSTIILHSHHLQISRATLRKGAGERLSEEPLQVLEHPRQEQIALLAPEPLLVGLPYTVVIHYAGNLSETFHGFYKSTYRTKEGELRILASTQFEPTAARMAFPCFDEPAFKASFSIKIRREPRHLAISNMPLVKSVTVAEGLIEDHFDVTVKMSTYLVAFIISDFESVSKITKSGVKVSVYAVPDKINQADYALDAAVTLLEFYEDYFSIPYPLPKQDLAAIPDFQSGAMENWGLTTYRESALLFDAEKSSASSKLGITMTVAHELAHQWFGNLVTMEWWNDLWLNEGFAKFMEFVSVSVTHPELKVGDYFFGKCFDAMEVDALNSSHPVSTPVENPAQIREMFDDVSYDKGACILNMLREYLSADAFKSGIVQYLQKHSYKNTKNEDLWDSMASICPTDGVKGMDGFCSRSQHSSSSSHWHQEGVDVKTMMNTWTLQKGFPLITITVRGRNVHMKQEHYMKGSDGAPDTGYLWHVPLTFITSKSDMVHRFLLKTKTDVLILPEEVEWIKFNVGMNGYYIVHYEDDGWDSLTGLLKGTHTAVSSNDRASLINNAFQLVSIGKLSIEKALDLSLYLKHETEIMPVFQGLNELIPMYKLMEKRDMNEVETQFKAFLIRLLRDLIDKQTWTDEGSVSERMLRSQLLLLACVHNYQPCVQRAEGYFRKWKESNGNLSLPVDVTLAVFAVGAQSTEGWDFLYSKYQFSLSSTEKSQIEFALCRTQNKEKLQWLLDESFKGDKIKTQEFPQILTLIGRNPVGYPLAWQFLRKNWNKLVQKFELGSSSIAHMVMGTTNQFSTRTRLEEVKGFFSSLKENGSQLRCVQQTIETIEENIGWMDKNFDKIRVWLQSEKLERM
EWS-Fli block – inhibitors of EWS/Fli oncoprotein transcriptional activity | inhibition, % at 12.6 µM | A673 NR0B1-luciferase reporter, viability-normalised | hit rate 0.67% among 350,000 | AID 651661;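 active = mean inhibition of at least 50% after viability correction, with every replicate also passing that limit; inconclusive = mean reaches 50% but only one of two replicates passes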;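 also: firefly luciferase signal divided by Alamar Blue viability fluorescence both relative to DMSO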
FN deposit inh – fibronectin deposition inhibition; AH1F fibroblasts, Alexa488-fibronectin deposition fluorescence, overnight; inhibition, % at 12.6 µM; hit rate 0.086% among 350,000;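 active = mean inhibition across replicates of 30% or more, regardless of how many single replicates reach that level; inconclusive = mean under 30% yet at least half of replicates reach 30%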;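 also: positive control wells lacked labelled fibronectin entirely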
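material = AH1F fibroblast monolayer depositing Alexa488-labelled fibronectin into matrix | amount = 10000 AH1F cells/well | buffer or medium = DMEM plus 2% serum, read in PBS | incubation = 1 h cell adhesion before compound, then overnight fibronectin incubation | detection = fluorescence at 485 nm excitation, 525 nm emission | evaluation = percent inhibition as loss of matrix-bound fibronectin fluorescence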
* hit, by the source's call; ? = inconclusive; / = no result given; & = joins results of further samples.

Every second line gives: PAX8 inh HTS, S100A4 MyoIIA, LGR2 antag, PglD inh, PGC1a acetyl inh, ERAP1 inh, EWS-Fli block, FN deposit inh
CO[C@H]1CN(C)C(=O)c2cc(NS(C)(=O)=O)ccc2OC[C@@H](C)N(C(=O)C2CCCC2)C[C@@H]1C
  -1.7, 2.4, 7.0, 0.1, /, 0.4, -4.6, 7.0
O=C(C[C@H]1C[C@@H]2c3cc(NC(=O)Nc4ccccc4F)ccc3O[C@@H]2[C@H](CO)O1)NC1CCCC1
  -11.4, -9.8, 15.3, 2.9, -16.8, -2.4, -5.0, -2.2
CCC(=O)c1cc(F)c(N2CCN(S(=O)(=O)c3ccc(C)cc3)CC2)cc1C
  /, /, 4.1, -3.6, -18.6, /, /, 4.1
COCC(=O)Nc1ccc2c(c1)[C@@H]1C[C@@H](CC(=O)N[C@@H](C)c3ccccc3)O[C@H](CO)[C@@H]1O2
  -13.7, 0.7, -22.5, -0.8, -3.7, -1.5, 1.8, /
COc1ccccc1CNC(=O)/C=C/c1ccc(S(=O)(=O)NCc2ccco2)cc1
  22.3, /, -1.2, -0.4, 2.9, /, /, 6.0
COc1ccc(C(=O)N/C(=C\c2ccc3c(c2)OCO3)C(=O)Nc2cccc(C(=O)O)c2)cc1
  -9.4, 0.0, -7.9, -4.4, /, -24.6, -4.7, -4.8
CCOC(=O)c1nnn(CC(=O)Nc2cc(Cl)ccc2C)c1C(=O)OCC
  4.1, /, /, -1.8, 23.8, /, /, 7.1
Cn1c(/C(C#N)=C/c2ccc(-c3ccc(S(N)(=O)=O)cc3)o2)nc2ccccc21
  75.5*, /, 44.2, -2.4, 14.3, /, /, -5.7
C[C@H]1CN([C@@H](C)CO)C(=O)c2cccc(NC(=O)C3CC3)c2O[C@H]1CN(C)S(=O)(=O)c1cn(C)cn1
  -0.9, 9.4, 15.4, -4.2, 8.7, -2.6, 1.1, /
CCCOc1ccc(NC(=O)CC2C(=O)N(C)C(=S)N2Cc2ccc3c(c2)OCO3)cc1 (stereo not given)
  14.8, 1.5, 0.7, /, /, 14.9, 1.4, 0.3
Cc1ccc(S(=O)(=O)N(C)C[C@H]2Oc3ccc(N(C)C)cc3CC(=O)N([C@@H](C)CO)C[C@H]2C)cc1
  -3.8, -9.2, -1.9, 0.2, 4.7, -0.2, -16.8, -10.5
Cn1cnnc1SCC(=O)NCc1ccccc1
  4.5, 28.8, -7.7, /, -3.1, 0.4, -1.4, 6.7
N#C[C@H]1[C@H](c2ccccc2C2=CCCC2)[C@H](CO)N1C(=O)NC1CCCC1
  /, 2.0, -18.0, /, /, 0.7, 4.5, -6.9
O=C(Nc1ccc2c(c1)[C@@H]1C[C@H](CC(=O)N3CCCCC3)O[C@@H](CO)[C@@H]1O2)c1ccc2c(c1)OCO2
  -34.5, 0.5, 0.4, -2.5, -5.4, -0.1, -10.5, -3.0
C=C(C)C(=O)N1CC2(CC(c3cccc(NC(=O)CCCCC)c3)=NO2)C[C@H]1C(N)=O (stereo not given in full)
  -9.8, -8.4, 15.3, 0.9, /, -1.6, 0.1, -7.9
C[C@H](CO)N1C[C@H](C)[C@@H](CN(C)Cc2ccc(Cl)c(Cl)c2)Oc2ccc(NC(=O)Nc3ccc(C(F)(F)F)cc3)cc2C1=O
  /, 4.7, 8.1, 1.2, 4.8, -3.1, -8.6, -6.3
CN1C(=O)/C(=N\OC(=O)c2cccc3ccccc23)c2ccccc21
  /, 0.5, -12.0, -0.8, 2.9, 7.6, 18.9, /
CCOC(=O)N1CCN(C(=O)COc2ccc([N+](=O)[O-])cc2)CC1
  5.7, 0.0, -20.7, /, 3.4, 0.4, 9.0, /
COc1ccc2cc(C(=O)N3CCN(c4ccc(F)cc4)CC3)[nH]c2c1
  4.4, 4.9, -4.1, -2.4, 3.0, -1.3, 5.5, 0.2
COc1ccc(S(=O)(=O)N(C)C[C@@H]2Oc3ccc(NS(=O)(=O)c4c(C)noc4C)cc3CC(=O)N([C@H](C)CO)C[C@H]2C)cc1
  -19.2, 0.2, -1.8, -0.5, -4.7, -0.6, -0.5, /
CCOc1ccc(-c2n[nH]c(C)c2-c2ccccc2OC)c(O)c1
  33.6, /, /, -3.4, -4.6, /, /, 4.6
Cc1cc(C)c(NC(=O)CSc2nncn2-c2cccnc2)c(C)c1
  -17.6, -1.1, 18.6, /, 3.8, 1.8, 0.1, -0.5
C=CCOc1cccc(C(=O)N2CCCC(CCC(=O)NCc3ccccc3F)C2)c1 (stereo not given)
  4.4, -3.1, 2.6, /, 7.7, -2.0, 8.0, /
Cc1ccccc1NC(=O)c1ccccc1NC(=O)c1ccccc1F
  -11.0, -1.5, -0.9, 2.4, -1.6, -3.2, -6.8, -10.8
CN1CCN(C(=O)C[C@H]2CC[C@H](NC(=O)Cc3ccccn3)[C@@H](CO)O2)CC1
  0.6, 4.5, 10.7, 2.9, 9.2, -2.1, -3.6, 1.2
Fc1ccc(C2c3[nH]c4ccccc4c3CCN2Cc2cccn2-c2ncccn2)cc1 (stereo not given)
  ?, 10.1, -5.6, /, /, -7.7, -2.6, 7.1
CCCNC(=O)N(C)C[C@H]1Oc2ncc(C#CC3(O)CCCC3)cc2C(=O)N([C@H](C)CO)C[C@H]1C
  -21.0, 22.7, 25.7, 0.7, -9.0, 2.9, -9.0, /
CCOc1ccc(NS(=O)(=O)c2cc(NC(=O)CCNC(=O)c3ccco3)ccc2OC)cc1
  3.4, -3.1, 2.0, -2.5, /, -0.1, 1.4, -2.5
Cc1ccc(S(=O)(=O)N(C)c2c(C)ccc(S(=O)(=O)Nc3ccncc3)c2C)cc1
  -1.7, 0.6, 7.8, /, /, 0.9, -3.3, 4.3
Cc1cc(Br)cc(Cl)c1OC(=O)c1cnccn1
  12.3, -4.5, 7.6, 6.0, 1.5, -3.3, 2.1, 6.2
Cc1onc(-c2ccccc2)c1C(=O)c1c[nH]c(C(=O)NCCCN2CCOCC2)c1
  2.0, -1.9, 1.6, /, -17.1, 4.4, 0.2, 0.7
O=C(C[C@H]1CC[C@H]2[C@@H](COC[C@@H](O)CN2C(=O)Nc2ccc(Cl)cc2)O1)N1CCCCC1
  -23.5, -1.6, -25.2, 0.9, 13.2, -2.0, -51.3, -13.1
c1nnc(-c2ccc3c(c2)OCO3)o1
  -6.3, -0.8, -8.5, /, /, 5.8, 0.8, 2.6
CCCCC(=O)NC(=S)Nc1cccc(C(=O)O)c1
  -79.4, 1.6, 16.6, 1.3, 1.5, -3.0, -13.3, -9.5
O=C(CN(Cc1ccc(F)cc1)C(=O)c1csnn1)NC1CCCC1
  2.2, -4.0, -3.0, 7.6, -0.6, 1.7, -4.3, -0.5
CC12CCC(=O)C=C1C(O)CC1C2CCC2(C)C1CCC2(O)C(=O)CO (stereo not given)
  -14.6, 2.4, 2.4, /, 0.5, -0.4, -4.3, 0.0
O=C(O)COc1ccc(/C=N/O)cc1Br
  -0.2, -4.1, 0.8, /, /, 3.1, 15.5, 5.4
CN(c1ccc(C(=O)Nc2cccnc2)cc1)S(=O)(=O)c1ccccc1
  -5.7, -11.6, -2.2, 2.6, -4.3, 1.4, -5.5, 1.1
O=C(COC(=O)Cc1ccc(Br)cc1)NC1CCCCC1
  -13.0, -6.9, 1.9, /, -6.4, 5.8, -5.9, /
COc1ccc(N2CCN(C(=O)CCNC(=O)c3ccc(Br)cc3)CC2)cc1
  -9.4, -4.4, 13.6, 0.9, /, -0.2, 2.6, -3.6
Cc1ccc2cc(/C=N/NC(=O)c3ccccc3O)c(Cl)nc2c1
  6.3, /, -12.4, 2.7, -5.4, /, /, 3.4
O=C(NCc1ccc(F)cc1)c1cc(S(=O)(=O)N2CCCCC2)c[nH]1
  -1.5, 2.4, 5.3, 0.9, 2.7, 5.5, -1.0, 0.6
COc1ccc(NC(=O)c2cc(-c3cc(C)cc(F)c3)n[nH]2)cc1OC
  -11.8, -0.7, -5.6, -2.9, 0.2, -3.9, -2.6, -0.7
COc1ccccc1S(=O)(=O)N1C[C@@H]2N[C@H](C1)C2c1ccc(-c2ccccc2C)cc1 (stereo not given in full)
  10.6, /, -10.8, /, -16.6, /, -2.1, 7.3&1.3
CC(=O)c1cccc(NC(=S)NC(=O)c2cncc(Br)c2)c1
  -40.8, -2.1, -47.7, 3.5, 4.3, 0.1, -11.2, -2.5
CN(CC(=O)NCc1ccccc1)Cc1cccc(F)c1
  7.2, -1.5, -14.3, 7.1, -1.4, -2.5, 2.4, 0.8
CN(CC(=O)Nc1ccccc1C(=O)NC1CC1)Cc1cccs1
  2.3, -2.1, /, 1.3, 2.7, 1.3, 2.2, -1.5
O=C(N/N=C/c1ccc([N+](=O)[O-])o1)c1ccc(O)cc1
  18.9, -5.1, 33.8, 0.1, -64.4, 2.0, 64.6*, -4.0
COc1cc(CCN2C(=O)c3cccc4cccc(c34)C2=O)c(S(=O)(=O)N2CCCCCC2)cc1OC
  29.5, -3.3, 18.1, /, /, 1.6, -9.5, -1.3
CCCN(CCC)CCNC(=O)Cn1cnc2sc(C)c(S(=O)(=O)N3CCOCC3)c2c1=O
  -0.5, /, /, 1.7, 9.7, /, /, 8.3
N/C(=N\OC(=O)COc1ccccc1)c1ccc(Cl)cc1
  -56.7, 2.2, -42.0, 1.3, -7.1, 0.9, /, -5.2
Cc1ccc(S(=O)(=O)NCC(=O)OCC(=O)N2CCc3ccccc32)cc1
  /, 9.6, -2.4, -0.5, /, 1.5, /, /
CC(C)CC#Cc1cnc2c(c1)C(=O)N([C@H](C)CO)C[C@H](C)[C@H](CN(C)S(C)(=O)=O)O2
  /, 4.5, -4.0, -1.9, 28.3, -2.2, -8.5, 1.7
CCCN1C2CCCC1CC(NC(=O)c1ccc(OC)cc1)C2 (stereo not given)
  10.0, -1.8, 2.5, 12.5, /, -3.7, 0.5, 0.3
CCOc1ccc2c(c1)C(NC(C)=O)C(=O)N2CCN1CCOCC1 (stereo not given)
  -2.0, -6.4, 2.4, 4.0, 1.4, 19.3, 12.1, -6.8

Looked up one by one from the list above, two records:
Every second line gives: PAX8 inh HTS, S100A4 MyoIIA, LGR2 antag, PglD inh, PGC1a acetyl inh, ERAP1 inh, EWS-Fli block, FN deposit inh
CC12CCC(=O)C=C1C(O)CC1C2CCC2(C)C1CCC2(O)C(=O)CO (stereo not given)
  -14.6, 2.4, 2.4, /, 0.5, -0.4, -4.3, 0.0
O=C(NCc1ccc(F)cc1)c1cc(S(=O)(=O)N2CCCCC2)c[nH]1
  -1.5, 2.4, 5.3, 0.9, 2.7, 5.5, -1.0, 0.6
